From PubChem BioAssay
PLC-beta3 inh – PLC-beta3 (human) inhibition, primary screen; Q01970; Purified PLC-beta3, fluorogenic substrate, fluorescence; inhibition, % at 12.2 µM; actives 0.18% (n = 370,000); AID 720704; in the data active = inhibition above about 11%;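 also: 0% = median of compound wells on plate and 100% = full blocker control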
ssDAF12 agonist – activators of S. stercoralis DAF-12 nuclear receptor; HEK293 ssDAF-12/GRIP1 lit1-tk-luc reporter, luminescence; % of 3 µM dafachronic acid response; activation, % at 6.8 µM; actives 1% (n = 370,000);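 active = activation above the mean over all tested compounds plus 3 SD, cut at about 0.9% in these data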;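 also: 0% = DMSO-only wells and 100% = 3 µM delta7-dafachronic acid wells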
ADAM10 inh – ADAM10 inhibition, QFRET primary screen; O14672; recombinant ADAM10, EDANS/DABCYL FRET peptide cleavage, 3 h; inhibition, % at 7 µM; actives 0.62% (n = 370,000);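 active = inhibition above a per-campaign cutoff equal to the mean of compounds falling between control-based bounds plus 3 SD, cut at about 20% in these data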;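 also: 0% = DMSO wells while the 100% control is not disclosed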
Target sequence (O14672 214-748 limits assumed): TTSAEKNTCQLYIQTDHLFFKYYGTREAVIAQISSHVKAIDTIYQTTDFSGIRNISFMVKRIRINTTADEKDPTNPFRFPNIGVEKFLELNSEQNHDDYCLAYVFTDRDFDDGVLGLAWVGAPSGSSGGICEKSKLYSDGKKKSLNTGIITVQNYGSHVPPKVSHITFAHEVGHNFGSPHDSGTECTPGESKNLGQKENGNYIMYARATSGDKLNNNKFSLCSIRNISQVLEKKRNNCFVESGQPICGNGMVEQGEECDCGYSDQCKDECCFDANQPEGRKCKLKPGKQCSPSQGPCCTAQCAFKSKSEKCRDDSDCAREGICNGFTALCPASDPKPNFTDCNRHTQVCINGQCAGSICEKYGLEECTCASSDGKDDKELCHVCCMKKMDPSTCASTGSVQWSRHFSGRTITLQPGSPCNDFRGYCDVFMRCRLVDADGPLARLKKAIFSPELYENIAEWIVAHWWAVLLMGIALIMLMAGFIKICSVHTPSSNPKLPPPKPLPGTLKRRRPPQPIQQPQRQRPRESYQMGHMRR
PLC-gamma1 inh – blocks human PLC-gamma1 enzyme activity; P19174; purified PLC-gamma1, fluorogenic substrate, fluorescence; inhibition, % at 12.2 µM; actives 0.84% (n = 370,000); AID 720700; in the data active = inhibition above about 9.5%
FXN GAA850 act – activators of GAA850 frataxin (FXN) promoter. activation, % at 6 µM. HEK293 lucGAA850 FXN promoter luciferase reporter, 24 h; percent of 10 µM SAHA response. actives 0.56% (n = 360,000);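 active = activation above the average of all compounds screened plus 3 SD, cutoff fixed separately per campaign, cut at about 7.5% in these data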;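 also: 0% = DMSO wells and 100% = 10 µM SAHA wells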
hgDAF-12 ag – hgDAF-12 agonism, primary luciferase screen. actives 1.8% (n = 370,000). AID 687014. activation, % at 6.8 µM. HEK293 GAL4-hgDAF12 UAS-luciferase reporter, agonist luminescence; normalized to butyrate control;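 active = activation above a cutoff set at the mean of all screened compounds plus 3 SD, cut at about 10% in these data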;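 also: 0% = DMSO wells and 100% = sodium butyrate wells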
sPLA2-III inh – Blocks human group III sPLA2 activity; Q9NZ20; QFRET BODIPY PC-A2 liposome hydrolysis, fluorescence; inhibition, % at 12.2 µM; actives 0.56% (n = 370,000);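 active = inhibition above mean plus 3 SD of compounds lying within the high and low control bounds, cut at about 19% in these data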;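 also: 0% = median of test compound wells and 100% = no enzyme DMSO wells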
DAX1 inh-1 – inhibitors of human orphan nuclear receptor DAX1 (NR0B1); P51843; HEK293 Gal4-DAX1 luciferase reporter, luminescence; inhibition, % at 6.75 µM; actives 0.99% (n = 340,000); AID 504766;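 active = inhibition above the mean over all tested compounds plus 3 SD, cut at about 4.2% in these data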;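 also: 0% = DAX1-transfected cells with DMSO and 100% = empty-vector control cells with DMSO; inhibition shows as a rise in luminescence from relieved DAX1 repression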
Target sequence (P51843 207-470 limits assumed): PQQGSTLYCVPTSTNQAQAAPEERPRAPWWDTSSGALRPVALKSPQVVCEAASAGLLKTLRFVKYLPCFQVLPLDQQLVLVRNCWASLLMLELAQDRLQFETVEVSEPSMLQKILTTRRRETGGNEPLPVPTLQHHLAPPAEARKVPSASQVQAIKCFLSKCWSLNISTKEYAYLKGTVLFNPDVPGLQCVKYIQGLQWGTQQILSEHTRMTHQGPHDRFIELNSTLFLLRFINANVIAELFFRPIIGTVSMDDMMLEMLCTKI
ADAM17 inh – ADAM17 inhibition, QFRET primary screen. P78536. recombinant ADAM17, EDANS/DABCYL FRET peptide cleavage. inhibition, % at 6.95 µM. actives 0.83% (n = 370,000). AID 720648;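 active = inhibition above the mean of compounds lying between control limits plus 3 SD, set per campaign, cut at about 8.5% in these data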;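 also: 0% = DMSO-only wells as the low control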
hcDAF12 agonist – activators of H. contortus DAF-12 nuclear receptor; HEK293 hcDAF-12 lit1-tk-luc reporter, luminescence; 0% DMSO, 100% Δ7-dafachronic acid; AID 652067; actives 1.4% (n = 370,000); activation, % at 6.8 µM;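 active = activation above the mean of all tested compounds plus 3 SD, cut at about 5.5% in these data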;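 also: 100% = response to 3 µM Δ7-dafachronic acid high control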
DAX1 inh-2 – blocks DAX1 repression of SF-1 activated StAR promoter; HEK293T StAR-luciferase reporter, SF-1/DAX-1 repression relief; inhibition, % at 6.8 µM; actives 1.1% (n = 370,000); AID 652010;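 active = inhibition above the mean over all tested compounds plus 3 SD, cut at about 3.6% in these data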;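 also: 0% = DAX-1 cells with DMSO and 100% = cells lacking DAX-1 with DMSO; higher inhibition means more luminescence from relief of DAX-1 repression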
The depositor's hits bear a star; i = inactive; . = no result given. No enrichment for hits, and some 6.9% of all compounds hit somewhere here.

SMILES	PLC-beta3 inh	ssDAF12 agonist	ADAM10 inh	PLC-gamma1 inh	FXN GAA850 act	hgDAF-12 ag	sPLA2-III inh	DAX1 inh-1	ADAM17 inh	hcDAF12 agonist	DAX1 inh-2
COc1cccc(CN2CCC2(C)C(=O)Nc2ccc3c(c2)OCO3)c1F (centres undefined)	-1.0	-1.6	12.1	4.5	2.1	0.4	4.2	.	8.5	-3.5	-1.3
CCOc1ccccc1C(=O)Nc1nncs1	1.9	-1.8	1.4	2.0	0.0	-1.3	3.8	-1.4	-3.5	-1.0	0.2
Cc1[nH]n(-c2ccccc2)c(=O)c1C(c1cccc([N+](=O)[O-])c1O)c1c(C)[nH]n(-c2ccccc2)c1=O	13.7*	-0.1	17.2	31.3*	0.8	-1.7	-2.6	-0.7	7.3	0.6	-0.3
O=C(CSc1nc2ccccc2s1)Nn1cnnc1	0.5	-0.3	3.9	1.8	3.9	-0.5	0.6	0.1	-2.9	-0.1	0.2
O=C(NCc1ccccn1)c1cccc(NS(=O)(=O)c2cccc(Cl)c2)c1	1.8	0.1	-2.0	0.3	1.8	1.2	-13.1	-0.6	-3.8	0.5	-0.2
CN(C)C(=O)c1cc(C(=O)c2ccccc2Br)c[nH]1	2.0	-0.8	7.0	2.7	0.7	0.0	0.9	1.5	1.6	0.7	-0.2
CN(C)S(=O)(=O)c1cccc(C(=O)NCCNC(=O)c2cccc(S(=O)(=O)N(C)C)c2)c1	-4.0	-1.1	3.0	2.2	0.4	-2.3	1.4	-0.5	-3.5	-0.7	-0.4
CCCSc1nnc(NC(=O)CCc2ccccc2)s1	-6.2	-0.8	-0.5	-1.9	1.6	1.1	-5.5	0.7	-2.2	1.4	2.0
COC(=O)Oc1ccc(/C=N/NS(=O)(=O)c2ccccc2)cc1OC	-1.9	-0.8	1.5	7.2	0.2	-1.1	-2.9	-1.5	-0.4	-1.6	-0.4
CCOC(=O)C1(Cc2cccc(Cl)c2)CCCN(C(=O)CCNC(C)=O)C1 (centres undefined)	-5.8	-1.6	-3.2	-2.5	-0.1	-0.1	3.9	-1.0	-6.9	1.1	-0.1
CCCn1c(=O)[nH]c(=O)c2c1nc(-c1ccc(OC(F)F)cc1)n2CCN1CCOCC1	-5.1	0.2	-11.2	-5.0	-2.9	8.9	2.4	1.0	-7.8	4.8	1.0
COC(=O)c1c(NC(=O)COC(=O)[C@@H](NS(=O)(=O)c2cccc(Cl)c2)C(C)C)sc2c1CCC2	-3.9	-1.0	-0.7	-2.2	1.7	-3.8	-21.3	1.1	-0.6	-0.4	0.1
O=C(COc1ccc(Cl)cc1)Nc1cc(NC(=O)COc2ccc(Cl)cc2)cc(C(=O)O)c1	-2.5	-1.3	-1.5	-2.7	1.4	-0.4	-38.7	0.7	i	-0.9	-0.1
COc1cc(/C=C2\SC(=Nc3ccc(O)cc3)NC2=O)cc(OC)c1O	-48.1	-2.4	5.3	-55.5	4.0	-1.2	-27.3	1.3	4.1	-2.4	-1.0
O=S(=O)(NCC1COc2ccccc2O1)c1ccc2ccccc2c1 (centres undefined)	-10.7	-1.5	10.1	2.0	2.6	-1.6	-8.4	1.1	3.8	-1.6	0.3
CC1CC(C)CN(S(=O)(=O)c2cc(C(=O)O)c(Cl)s2)C1 (centres undefined)	-1.8	-1.1	-9.4	-14.2	0.0	-2.9	12.4	0.1	-3.0	4.9	-0.1
COc1ccc(OC)c(Cc2nnc(CCC(=O)N3CCN(C4CCCC4)CC3)o2)c1	-2.0	-0.9	-2.8	-1.4	2.0	4.1	0.8	1.2	-0.3	2.3	3.7*
CS(=O)(=O)Nc1ccc(C2=NN(C(=O)c3ccco3)C(c3ccccc3F)C2)cc1 (centres undefined)	-46.5	-1.6	-17.6	-38.7	4.0	-2.2	-9.0	-1.5	-4.8	0.5	-0.9
Cc1cccc(NC(=O)NCC2CCN(c3ccc(S(=O)(=O)N4CCOCC4)cc3)CC2)c1	-4.3	-1.4	6.3	1.2	1.1	0.7	-5.4	-0.2	2.0	-2.1	-0.1
Fc1ccc(-c2ccc(NCCN3CCOCC3)nn2)cc1	-5.7	-1.1	-1.7	-1.1	3.2	8.0	2.6	4.0	-6.1	0.7	0.9
COc1ccc(C(=O)Nc2ccc(-n3nncc3C(C)(C)C)cc2)cc1	-2.2	-1.7	-3.2	3.2	-1.1	-2.4	-10.1	-1.3	-2.6	-3.0	-0.3
COc1ccc(-c2nn(-c3ccccc3)cc2/C=C/C(=O)N2CCN(c3ccccn3)CC2)cc1	-118.3	-2.1	0.9	-100.5	-0.1	-7.1	-25.3	-1.4	3.0	-3.6	-1.9
CCC1C(C#N)=C(SCC(N)=O)NC2=C1C(=O)CC(C)(C)C2 (centres undefined)	-116.5	-1.1	-121.5	-78.5	0.7	-0.7	-0.2	.	-49.4	-0.5	0.0
O=C(NC1CC2CCCC(C1)N2C(=O)Nc1ccccc1F)C1CC1 (centres undefined)	-2.9	-1.1	-2.9	2.3	1.8	1.2	0.0	0.4	-1.0	1.9	0.1
Cc1cccc(OCC(O)CN2CCN(S(=O)(=O)c3ccc(C)cc3C)CC2)c1 (centres undefined)	-1.0	-1.4	9.5	-3.9	-1.6	-0.5	-22.6	-1.5	3.8	-2.3	-0.5

By substructure, the entries above containing a Cl atom.
SMILES	PLC-beta3 inh	ssDAF12 agonist	ADAM10 inh	PLC-gamma1 inh	FXN GAA850 act	hgDAF-12 ag	sPLA2-III inh	DAX1 inh-1	ADAM17 inh	hcDAF12 agonist	DAX1 inh-2
O=C(NCc1ccccn1)c1cccc(NS(=O)(=O)c2cccc(Cl)c2)c1	1.8	0.1	-2.0	0.3	1.8	1.2	-13.1	-0.6	-3.8	0.5	-0.2
CCOC(=O)C1(Cc2cccc(Cl)c2)CCCN(C(=O)CCNC(C)=O)C1 (centres undefined)	-5.8	-1.6	-3.2	-2.5	-0.1	-0.1	3.9	-1.0	-6.9	1.1	-0.1
COC(=O)c1c(NC(=O)COC(=O)[C@@H](NS(=O)(=O)c2cccc(Cl)c2)C(C)C)sc2c1CCC2	-3.9	-1.0	-0.7	-2.2	1.7	-3.8	-21.3	1.1	-0.6	-0.4	0.1
O=C(COc1ccc(Cl)cc1)Nc1cc(NC(=O)COc2ccc(Cl)cc2)cc(C(=O)O)c1	-2.5	-1.3	-1.5	-2.7	1.4	-0.4	-38.7	0.7	i	-0.9	-0.1
CC1CC(C)CN(S(=O)(=O)c2cc(C(=O)O)c(Cl)s2)C1 (centres undefined)	-1.8	-1.1	-9.4	-14.2	0.0	-2.9	12.4	0.1	-3.0	4.9	-0.1

(next part)
SMILES	PLC-beta3 inh	ssDAF12 agonist	ADAM10 inh	PLC-gamma1 inh	FXN GAA850 act	hgDAF-12 ag	sPLA2-III inh	DAX1 inh-1	ADAM17 inh	hcDAF12 agonist	DAX1 inh-2
CCCNC(=O)Cn1c(=O)/c(=C/c2ccc(-c3cccc([N+](=O)[O-])c3)o2)s/c1=C\C(=O)C(C)(C)C	-4.4	-0.3	-5.2	-3.8	-0.9	1.4	-4.9	0.1	3.6	-0.4	-0.4
O=C(CNC(=O)c1ccc(F)cc1)N/N=C/c1cc(Br)ccc1OCc1ccccc1	-2.9	-0.4	5.0	-1.9	0.9	-1.1	-4.9	-0.3	-3.8	-2.2	0.2
CCCCC(=O)N/N=C/c1ccc(-c2ccc([N+](=O)[O-])cc2)o1	-45.8	-2.4	0.4	-31.0	2.4	0.0	-4.4	-0.4	-0.8	-0.6	-1.6
CC1=C(C(=O)NC2CCCc3c2cnn3-c2ccc(F)cc2F)OCCO1 (centres undefined)	-7.2	-1.9	-0.5	0.0	-0.5	-5.6	-0.8	-1.9	5.0	-4.4	-8.8
N#Cc1sc2nc(-c3ccccc3)cc(-c3ccco3)c2c1N	-308.7	0.0	-18.9	-221.4	-2.0	1.3	1.1	-1.2	-4.8	0.0	-1.1
Cc1cccc(N2CC(C(=O)Nc3ccc(S(=O)(=O)N4CCOCC4)cc3)CC2=O)c1 (centres undefined)	-3.9	-1.1	-1.0	2.4	1.4	-3.8	-25.7	0.6	-1.7	-0.2	-0.3
COc1cc(OC)c(S(=O)(=O)Nc2ccccc2NC(=O)CN2CCOCC2)cc1NC(C)=O	2.1	-1.6	2.8	14.6*	1.9	-2.7	7.3	1.8	3.9	0.4	-0.3
CC(C(=O)Nc1ccc(C#N)cc1)N(C)CC(=O)N(C)c1c(N)n(Cc2ccccc2)c(=O)[nH]c1=O (centres undefined)	-2.5	-1.4	-2.7	-0.8	0.8	-1.7	2.4	0.2	-2.9	-0.5	-0.1
COc1ccc(C2C=C(C)Nc3nc4ccccc4n32)cc1 (centres undefined)	i	-0.8	-125.7	-470.1	5.6	6.1	-23.0	.	-46.3	2.6	1.4
O=C(CSc1ncccn1)N1CCCC1	-5.8	-1.0	9.1	0.2	0.6	-0.7	6.1	0.2	-1.5	-0.2	0.0
COc1ccc(-c2nc(N)n(C(=O)Cc3ccccc3)n2)cc1	3.8	-0.8	-4.0	4.1	1.1	-0.2	4.5	-0.2	-1.4	-0.5	0.1
CC1(C)CC(=O)C=C(NC2CCCCCC2)C1	3.5	-0.9	0.2	5.5	4.1	-3.6	6.1	1.4	3.4	-2.8	0.4
O=C(c1c(Cl)cccc1Cl)N1CCCCCC1	-1.1	-1.1	-2.4	0.9	-0.8	2.5	2.6	0.8	-2.9	-1.9	0.3
CC[n+]1ccc(/C=C/c2c[nH]c3ccccc23)cc1	-272.8	-1.8	0.4	-253.3	-0.2	-9.2	-27.7	-2.7	-2.8	-2.9	-1.3
CN(C)CCNc1ccc(CO)c2oc3ccc(O)cc3c(=O)c12	-3.9	-1.4	-5.9	-5.1	2.4	-5.5	-2.0	-1.6	-0.3	-0.9	-4.4
CN(C(=O)c1ccco1)c1nnc(C23CC4CC(CC(C4)C2)C3)s1	-2.6	-1.1	-5.0	1.4	3.1	5.1	1.9	2.0	-1.6	1.1	3.3
N#Cc1ccsc1NC(=O)C1CCN(C(=O)c2ccc(Cl)cc2)CC1	-7.2	0.1	-4.4	-3.3	1.6	0.3	-9.6	-0.8	0.0	1.5	-1.2
Cc1ccc(NC(=O)COC(=O)CNC(=O)c2cccs2)cc1S(=O)(=O)N1CCOCC1	-0.8	-0.6	-10.1	0.6	-0.9	1.1	-1.9	0.3	1.2	-0.2	0.5
Cc1noc(C)c1COc1ccccc1C(=O)N1CCN(S(=O)(=O)c2ccc(F)c(F)c2)CC1	-10.1	-1.3	-17.1	-2.1	0.8	0.5	12.3	-0.2	-0.6	-0.2	0.7
O=C(/C=C/c1cccc([N+](=O)[O-])c1)NCc1ccco1	-1.0	-1.5	-9.2	4.5	0.3	-1.1	1.0	-0.9	-3.4	1.1	-0.5
Cc1ccc(NCC(=O)N/N=C/c2cc3ccccc3nc2Cl)cc1	-33.8	2.0*	-4.2	-27.1	1.2	13.5*	1.8	1.3	-1.9	7.6*	1.3
CCc1cc2cc(C)ccc2nc1SCC(=O)NNC(=O)c1ccco1	-0.3	-0.9	10.1	3.1	-1.5	-1.2	-2.3	0.1	1.6	-0.8	0.6
